Bioassay records: PubChem BioAssay, National Center for Advancing Translational Sciences (NCATS)
D1 PAM – human D1 dopamine receptor positive modulation | P21728 | HEK293 TREx D1 cells, calcium flux, dopamine EC20 potentiation | potentiation, % at 10 µM | 360,000 compounds, 0.036% hits | AID 504651; in the data active means potentiation above about 30%; further: 0% is about no effect
LDHA block – inhibitors of human lactate dehydrogenase A; P00338; purified LDHA, NADH/diaphorase-resazurin fluorescence; hits give low values; activity change, % (values are at about 110 or 230 µM); 480,000 compounds, 0.15% hits; in the data active means activity change below about -30%;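 further: plate controls were DMSO wells for no effect and wells without enzyme for full effect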
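Human LDH5 at 2 nM final in Tris HCl pH 7.4 with 0.06 mM NADH and 0.2 mM pyruvate, reacted 5 minutes at room temperature. Remaining NADH coupled via diaphorase/resazurin; resorufin fluorescence read at 0 and 20 minutes, normalized to enzyme-free and DMSO wells.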
D1 antagonist – blocks dopamine activation of the human D1 receptor; P21728; HEK293 TREx D1 cells, calcium flux, dopamine EC80; hits give low values; activity change, negative = inhibition, % at 10 µM; 360,000 compounds, 3.2% hits; AID 504652; in the data active means activity change below about -30%; further: on the % scale 0 is the no-effect control and ±100 the full control effect
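HEK293 T-REx cells expressing inducible, force-coupled D1 receptor; no-wash Ca dye, 30–90 min RT. Cmpd → 180 s read at 1 Hz → EC80 DA → 180 s read.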
Vif-APOBEC3G blk – blocks the Vif interaction with human APOBEC3G; Q9HC16; 410,000 compounds, 0.076% hits; Potency, µM (titrated, usually from 46.1 µM), without a hit: top-dose activity, negative = active, usual class: inhibitors; HeLa A3G-eYFP + Vif (tagged APOBEC3G with the HIV-1 protein that degrades it), YFP fluorescence, overnight;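 further: potency means the concentration at half of the fitted maximal effect; on the % scale 0 is the no-effect control and ±100 the full control effect; nearly all actives have a fitted effect of over 60% in size; hits raise eYFP signal because A3G escapes Vif-driven loss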
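Read-out is eYFP fluorescence (Ex 488/Em 500-530) from Vif-expressing HeLa A3G-eYFP cells; more signal means A3G escaped Vif-mediated degradation. Cells plated overnight, compound pinned in, incubated overnight at 37 deg C.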
D1 ag – activates the human D1 dopamine receptor; P21728; HEK293 T-REx D1 cells, calcium flux, agonist mode; activation, % at 2 µM; 360,000 compounds, 1% hits; AID 504660; in the data active means activation above about 30%; further: 0% is about no effect
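Inducible HEK293 T-REx D1 cells, force-coupled to calcium signalling, were plated at 4000 cells/well with tetracycline and held overnight at 30 C. After no-wash calcium dye loading, compound-evoked calcium rise over 180 s flagged agonists.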
Glioma ERSR ind – ER stress response induction in glioma | U87-MG GRP78 promoter luciferase reporter, 16 h | Potency, µM, for inactives: top-dose activation, usual class: activators | 420,000 compounds, 0.02% hits; further: potency means the concentration at half of the fitted maximal effect; series mostly up to about 76 µM; % of control where 0% means no effect; nearly all actives have a fitted effect of over 35% in size
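ERSR induction read as luciferase luminescence (Bright-Glo, 10 min at room temperature) in stably transfected human U87-MG glioma cells exposed to compounds for 16 h, using GRP78 as sensor.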
D2 PAM – positively modulates the human D2 dopamine receptor allosterically; P14416; HEK293 T-REx D2, calcium flux, EC20 dopamine potentiation; potentiation, % at 10 µM; 340,000 compounds, 0.34% hits;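 active means potentiation over 3 SD above the plate norm, cut at about 30% in these data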; further: 0% is about no effect
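Cells plated with tetracycline inducer and held overnight at 30 C; calcium dye loaded 30–90 min at room temperature; baseline taken, compound added and read 180 s; EC20 dopamine then added and read 180 s.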
Vif-A3F inh – Vif-A3F binding inhibition | 390,000 compounds, 0.2% hits | AID 602313 | HeLa A3F-eYFP + Vif (tagged APOBEC3F with the HIV-1 protein that degrades it), YFP fluorescence increase | Potency, µM (series often up to 46.1 µM), without a hit: at the top dose activity, negative = active; further: potency means the concentration at half of the fitted maximal effect; % of control where 0% means no effect; nearly all actives have a fitted effect of over 65% in size
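Fluorescence increase (Ex 488/Em 500-530) after overnight compound treatment at 37 deg C flags inhibition of Vif-driven A3F-eYFP loss in stable HeLa A3F-eYFP/Vif cells seeded overnight beforehand.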
RXFP1 ag – activates the human relaxin receptor RXFP1. Potency, µM (series often up to 57.5 µM), without a hit: at the top dose activation, hits mostly activators. AID 2676. 370,000 compounds, 0.3% hits. HEK293T-RXFP1 cAMP TR-FRET, 30 min; response scale: percent of porcine relaxin response, buffer zero; further: potency means the concentration at half of the fitted maximal effect; on the % scale 0 is the no-effect control and ±100 the full control effect; nearly all actives have a fitted effect of over 60% in size; many of its hits are not listed in these tables
Target sequence (Q9HBX9 whole entry, looked up): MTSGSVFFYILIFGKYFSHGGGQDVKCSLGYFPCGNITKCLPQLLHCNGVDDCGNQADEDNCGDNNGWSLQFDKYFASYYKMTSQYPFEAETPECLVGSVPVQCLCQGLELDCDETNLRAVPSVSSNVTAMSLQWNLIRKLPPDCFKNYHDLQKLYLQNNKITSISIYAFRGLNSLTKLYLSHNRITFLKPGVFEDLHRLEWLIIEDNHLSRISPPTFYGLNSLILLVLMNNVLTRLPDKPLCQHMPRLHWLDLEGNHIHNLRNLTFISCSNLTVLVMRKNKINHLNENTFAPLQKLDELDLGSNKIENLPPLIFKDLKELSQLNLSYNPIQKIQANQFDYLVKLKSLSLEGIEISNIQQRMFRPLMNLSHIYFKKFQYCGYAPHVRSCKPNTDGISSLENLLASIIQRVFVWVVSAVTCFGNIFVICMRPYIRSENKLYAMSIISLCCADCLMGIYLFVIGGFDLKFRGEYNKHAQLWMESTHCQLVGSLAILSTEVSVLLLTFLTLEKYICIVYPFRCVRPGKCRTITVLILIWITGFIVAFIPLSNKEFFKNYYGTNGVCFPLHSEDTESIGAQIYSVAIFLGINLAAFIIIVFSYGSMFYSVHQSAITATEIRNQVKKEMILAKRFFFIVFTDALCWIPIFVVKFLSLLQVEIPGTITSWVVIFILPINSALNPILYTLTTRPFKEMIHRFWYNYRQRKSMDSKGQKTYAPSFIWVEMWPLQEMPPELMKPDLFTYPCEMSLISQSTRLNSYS
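Agonist response is measured as cAMP accumulation in an RXFP1-transfected HEK293T line under PDE4 inhibition. Values are scaled between buffer-only and 29 nM porcine relaxin, and EC50s come from standard Hill equation fits.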
* = called active by the depositor. Unless noted, the call rests on the fitted dose curve; in most records, active means well fitted curve in the direction sought with a large enough effect; inconclusive means small, poorly fitted or top-dose-only effect, or another doubt; inactive means no such curve, though single readings can be large; an effect the other way counts as inactive or inconclusive. A portion of the library. The share of hits here may be higher or lower than overall.

Screening COc1ccccc1-c1nnc(SCCOc2ccccc2C)o1 returned D1 PAM 1, LDHA block -1, D1 antagonist 0, D1 ag 15, D2 PAM 9 and RXFP1 ag 0.1%.
CCn1c(SCC(N)=O)nc2c1c(=O)n(C)c(=O)n2C was read as D1 PAM 1, LDHA block -13, D1 antagonist -21, Vif-APOBEC3G blk 0%, D1 ag 0, Glioma ERSR ind -3%, D2 PAM -2, Vif-A3F inh -4% and RXFP1 ag 13%.
COc1ccccc1NC(=O)NCCN1CCCCC1 was read as D1 PAM 9, LDHA block -9, D1 antagonist -2, Vif-APOBEC3G blk 2%, D1 ag 4, Glioma ERSR ind -4%, Vif-A3F inh 7% and RXFP1 ag -0.1%.
Screening O=C(Nc1nnc(S(=O)(=O)N2CCc3ccccc32)s1)c1ccccc1Cl returned D1 PAM 4, LDHA block -3, D1 antagonist 7, Vif-APOBEC3G blk -1%, D1 ag 5, Glioma ERSR ind 0%, D2 PAM 6, Vif-A3F inh -8% and RXFP1 ag 0.0%.
For C#CCOCCOCCOCCNc1nc(N2CCN(C(=O)[C@H]([C@@H](C)CC)n3cc(CCCCN)nn3)CC2)nc(N2CCN(C(=O)[C@H](CCCCN)n3cc(CC(C)O)nn3)CC2)n1 (some centres undefined) the results were D1 PAM -10, LDHA block 2, D1 antagonist -13, Vif-APOBEC3G blk -1%, D1 ag 3, Glioma ERSR ind -4%, D2 PAM -5, Vif-A3F inh 0% and RXFP1 ag 0.4%.
For CCOC(=O)C1CCN(C(=O)CCN2C(=O)C3C4C=CC(C4)C3C2=O)CC1 (centres undefined) the results were D1 PAM 0, LDHA block -12, Vif-APOBEC3G blk 2%, D1 ag 5, Glioma ERSR ind -2%, D2 PAM 13, Vif-A3F inh 4% and RXFP1 ag 1.2%.
For N#Cc1ccc(OCc2nnc(SCC(=O)N3CCCc4ccccc43)n2-c2ccccc2)cc1 the results were D1 PAM 4, LDHA block -1, D1 antagonist 17, Vif-APOBEC3G blk 3%, D1 ag 0, Glioma ERSR ind -1%, D2 PAM -2 and RXFP1 ag 4.0%.
For O=C(Nc1ccccc1N1CCOCC1)c1ccc(Br)o1 the results were D1 PAM 10, LDHA block 1, D1 antagonist -5, Vif-APOBEC3G blk 2%, D1 ag 1, Glioma ERSR ind -4%, Vif-A3F inh -9% and RXFP1 ag 2.0%.
Screening CCOC(=O)C1(Cc2cccc(OC)c2)CCN(Cc2csc(C(C)=O)c2)CC1 returned D1 PAM -7, LDHA block -5, D1 antagonist -4, Vif-APOBEC3G blk 0%, D1 ag 0, Glioma ERSR ind -2%, D2 PAM -6, Vif-A3F inh -3% and RXFP1 ag -2.9%.
O=C(O)[C@H](Cc1ccccc1)NC(=O)N1CCC(Cc2ccccc2)CC1 was read as D1 PAM -4, LDHA block -2, D1 antagonist -6, Vif-APOBEC3G blk -3%, D1 ag 0, Glioma ERSR ind -1%, D2 PAM 7, Vif-A3F inh -7% and RXFP1 ag 0.0%.
Screening CCOC(=O)c1cc2c(=O)n3cccc(C)c3nc2n(CCCOC)c1=NC(=O)c1cccnc1 returned D1 PAM 4, LDHA block -4, D1 antagonist 15, Vif-APOBEC3G blk -3%, D1 ag 0, Glioma ERSR ind -3%, D2 PAM 16 and RXFP1 ag 7.8%.
For CC1Cc2ccccc2N1C(=O)CSc1nnnn1C(C)C (centres undefined) the results were D1 PAM -2, LDHA block 1, D1 antagonist -14, Vif-APOBEC3G blk 0%, D1 ag 1, Glioma ERSR ind -2%, D2 PAM -2, Vif-A3F inh -7% and RXFP1 ag 2.0%.
Screening COc1cc(S(=O)(=O)N2CCCCC2)ccc1NC(=O)c1ccc(F)cc1 returned D1 PAM -2, LDHA block -6, D1 antagonist 10, Vif-APOBEC3G blk 1%, D1 ag 4, Glioma ERSR ind -2%, D2 PAM 4, Vif-A3F inh -5% and RXFP1 ag 4.0%.
COc1ccc(CC(=O)N/N=C/c2ccc(C)s2)cc1 was read as LDHA block -1, Vif-APOBEC3G blk -6%, Glioma ERSR ind -2% and Vif-A3F inh 3%.
COc1ccc(NC(=O)CN(C)C(=O)CCCc2nc3ccccc3s2)cc1 was read as D1 PAM -2, LDHA block -3, D1 antagonist 1, Vif-APOBEC3G blk 4%, D1 ag 0, Glioma ERSR ind 3%, D2 PAM 6, Vif-A3F inh 4% and RXFP1 ag 1.2%.
`CS(=O)(=O)N(CC(=O)NCc1ccncc1)Cc1ccc(Cl)cc1` gave D1 PAM 10, LDHA block -2, D1 antagonist 10, Vif-APOBEC3G blk 2%, D1 ag 4, Glioma ERSR ind -2%, D2 PAM -8, Vif-A3F inh 5% and RXFP1 ag 0.6%.
COc1ccc(CNC(=O)C(C)OC(=O)c2cccn2C)cc1 (centres undefined) was read as D1 PAM 2, LDHA block -5, D1 antagonist -7, Vif-APOBEC3G blk -1%, D1 ag 0, Glioma ERSR ind -5%, D2 PAM -2, Vif-A3F inh 3% and RXFP1 ag 2.4%.
`O=S(=O)(Nc1cccc2ncccc12)c1cccc(C(F)(F)F)c1` gave D1 PAM -3, LDHA block 2, D1 antagonist 5, Vif-APOBEC3G blk -6%, D1 ag 7, Glioma ERSR ind 0%, D2 PAM 4, Vif-A3F inh 4% and RXFP1 ag -0.5%.
`CCc1nnc(NC(=O)C2CCN(c3nccc(C)n3)CC2)s1` gave D1 PAM -1, LDHA block -4, D1 antagonist -20, Vif-APOBEC3G blk -5%, D1 ag 6, Glioma ERSR ind -1%, D2 PAM 3, Vif-A3F inh -3% and RXFP1 ag 0.1%.
For CCCCCC(=O)N1CCN(S(=O)(=O)c2ccc3c(c2)OCCCO3)CC1 the results were D1 PAM 4, LDHA block -4, D1 antagonist -1, Vif-APOBEC3G blk 0%, D1 ag -1, Glioma ERSR ind -1%, D2 PAM -4, Vif-A3F inh -4% and RXFP1 ag 0.9%.

Next part, overlapping the part above by 2 compounds.
`CCc1nnc(NC(=O)C2CCN(c3nccc(C)n3)CC2)s1` gave D1 PAM -1, LDHA block -4, D1 antagonist -20, Vif-APOBEC3G blk -5%, D1 ag 6, Glioma ERSR ind -1%, D2 PAM 3, Vif-A3F inh -3% and RXFP1 ag 0.1%.
For CCCCCC(=O)N1CCN(S(=O)(=O)c2ccc3c(c2)OCCCO3)CC1 the results were D1 PAM 4, LDHA block -4, D1 antagonist -1, Vif-APOBEC3G blk 0%, D1 ag -1, Glioma ERSR ind -1%, D2 PAM -4, Vif-A3F inh -4% and RXFP1 ag 0.9%.
Screening COc1ccc(NC(=O)C2CCCN(S(=O)(=O)c3cccc4nonc34)C2)cc1OC (centres undefined) returned D1 PAM -9, LDHA block -4, D1 antagonist -4, Vif-APOBEC3G blk -6%, D1 ag 2, Glioma ERSR ind -3%, D2 PAM 15, Vif-A3F inh 2% and RXFP1 ag -0.5%.
For CCOC(=O)c1c(C)[nH]c(C)c1S(=O)(=O)N1CCC(C(=O)NCc2ccccc2Cl)CC1 the results were D1 PAM -3, LDHA block -5, D1 antagonist 9, Vif-APOBEC3G blk -1%, D1 ag 7, Glioma ERSR ind 0%, D2 PAM -4, Vif-A3F inh 1% and RXFP1 ag 0.2%.
For CC(C)(C)C(=O)COC(=O)c1c2c(nc3ccccc13)CCC2 the results were D1 PAM 6, LDHA block 1, D1 antagonist 2, Vif-APOBEC3G blk -1%, D1 ag 2, Glioma ERSR ind 2%, D2 PAM 39*, Vif-A3F inh 2% and RXFP1 ag 5.3%.
`CCOc1ccc(N2C(=O)CNC2=S)cc1` gave D1 PAM 2, LDHA block -8, D1 antagonist 4, Vif-APOBEC3G blk -2%, D1 ag -1, Glioma ERSR ind 1%, D2 PAM 13, Vif-A3F inh -6% and RXFP1 ag 1.8%.
`O=C(Nc1c(C(=O)c2ccccc2)oc2ccccc12)c1cc(=O)c2ccccc2o1` gave D1 PAM 5, LDHA block -5, D1 antagonist 8, Vif-APOBEC3G blk -4%, D1 ag 2, Glioma ERSR ind -1%, D2 PAM 4, Vif-A3F inh -6% and RXFP1 ag 0.8%.
CC(C)OC(=O)CSc1n[nH]c(-c2cccnc2)n1 was read as D1 PAM 1, LDHA block 0, D1 antagonist 6, Vif-APOBEC3G blk 1%, D1 ag 2, Glioma ERSR ind -6%, D2 PAM 9, Vif-A3F inh 0% and RXFP1 ag -1.3%.
For COCCNC(=O)COc1coc(CN2CCN(Cc3ccccc3)CC2)cc1=O the results were D1 PAM -1, LDHA block -3, D1 antagonist 14, Vif-APOBEC3G blk 0%, D1 ag 5, Glioma ERSR ind -3%, D2 PAM 8, Vif-A3F inh 4% and RXFP1 ag 3.0%.
COc1ccccc1N1CCN(Cc2nc(-c3ccc(F)cc3)oc2C)CC1 was read as D1 PAM -4, LDHA block 0, D1 antagonist -3, Vif-APOBEC3G blk 0%, D1 ag 3, Glioma ERSR ind 0%, D2 PAM -30, Vif-A3F inh -4% and RXFP1 ag 0.4%.
OC(COc1ccc(-c2ccccc2)cc1)CN1CCOCC1 (centres undefined) was read as D1 PAM 3, D1 antagonist -19, D1 ag 10, D2 PAM -8 and RXFP1 ag 3.8%.
For CC(C)c1cccc(C(C)C)c1OCCCCN1CCCC1 the results were D1 PAM -5, LDHA block -5, D1 antagonist 6, Vif-APOBEC3G blk 0%, D1 ag 2, Glioma ERSR ind -5%, D2 PAM -9, Vif-A3F inh 1% and RXFP1 ag -2.3%.
`C/C(=N\Nc1cc(N2CCOCC2)nc(C)n1)c1ccc(F)cc1` gave D1 PAM 1, LDHA block 0, D1 antagonist 7, Vif-APOBEC3G blk -6%, D1 ag 1, Glioma ERSR ind 3%, D2 PAM 3, Vif-A3F inh 6% and RXFP1 ag 0.5%.
CC(=O)Nc1ccc(S(=O)(=O)N(C)CCOCc2ccccc2)cc1 was read as D1 PAM -2, LDHA block -4, D1 antagonist -6, Vif-APOBEC3G blk -6%, D1 ag 9, Glioma ERSR ind -1%, D2 PAM 1, Vif-A3F inh -13% and RXFP1 ag -3.2%.
Screening COc1ccc(Cn2c(CO)cnc2SCC(=O)Nc2ccc3c(c2)OCCO3)cc1 returned D1 PAM -1, LDHA block -1, D1 antagonist -4, Vif-APOBEC3G blk -3%, D1 ag 0, Glioma ERSR ind -3%, Vif-A3F inh 8% and RXFP1 ag 1.1%.
